TAG inh: inhibitors of triacylglycerol accumulation, primary screen, cell-based, uHTS, fluorescence, H9c2. H9c2 cells, Nile Red lipid (TAG) fluorescence; cells loaded with 200 µM oleic acid. inhibition, % at 12.5 µM. 230,000 compounds, 0.66% hits. AID 651582, 2012;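 active means pattern-corrected inhibition of lipid staining of at least 50% with the nuclear-stain viability signal not falling by more than 50%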;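 further: 0% = DMSO wells and 100% = triacsin C control wells; some results filed as inactive read as strong as hits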
TAG inh DAPI viability: further read-out of TAG inh, marked with its call; DAPI nuclei signal change (viability), lower = more cytotoxic, %;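 whole-well DAPI fluorescence read on a plate reader as a viability signal; minus 50 percent equals half of cells still viable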
Active calls of the source: *.

For COc1ccccc1C(=O)Nc1cc(Cl)ccc1-n1cncn1 the results were TAG inh -2 and TAG inh DAPI viability 1.
Screening Cc1ccccc1-c1nc2sc(C)c(C)c2c(=O)o1 returned TAG inh -4 and TAG inh DAPI viability 7.
CNCCCOc1ccc(Cl)cc1C(C)(C)C was read as TAG inh 7 and TAG inh DAPI viability 23.
Screening O=C(Cn1ncc2c3ccccc3n(Cc3ccccc3)c2c1=O)N1CCN(c2ccccn2)CC1 returned TAG inh -25 and TAG inh DAPI viability -3.
Screening Cc1ccc([C@H]2C[C@H](O)[C@@H](n3cc(-c4ccc(F)cc4)nn3)CN2C(=O)c2cccs2)cc1 returned TAG inh -8 and TAG inh DAPI viability 7.
For CC(C)=CCC/C(C)=C/CNC(=O)C[C@H]1C[C@H](C(=O)N2CCOCC2)[C@@]2(C)c3[nH]c4ccc(Cl)cc4c3CCN2C1=O the results were TAG inh 16 and TAG inh DAPI viability -3.
For COCC(=O)NCc1nc2ccccc2n1Cc1ccccc1F the results were TAG inh 7 and TAG inh DAPI viability -6.
Screening CC(C)CC(NC(=O)c1cccc(Cl)c1)C(=O)O (configuration not stated) returned TAG inh 9 and TAG inh DAPI viability -2.
Screening CC1CCN(S(=O)(=O)N2CCC(C(=O)NCc3ccc(F)cc3Cl)CC2)CC1 returned TAG inh -20 and TAG inh DAPI viability -4.
CC(OC(=O)c1ccc2c(=O)n3c(nc2c1)CCCCC3)C(N)=O (configuration not stated) was read as TAG inh 9 and TAG inh DAPI viability -6.
CC(=O)NCCNc1nc(NCc2ccccc2)nc2ccsc12 was read as TAG inh 13 and TAG inh DAPI viability -5.
For COc1ccc(CCN2C(=O)CN=C2Nc2ccc(F)cc2)cc1OC the results were TAG inh -3 and TAG inh DAPI viability -12.
Screening N#Cc1c(-n2cccc2/C=N/O)sc2c1CCCC2 returned TAG inh -4 and TAG inh DAPI viability -2.
COc1cccc(/C=C(/C(=O)OCC(=O)NCC2CCCO2)c2ccccc2)c1 (configuration not stated) was read as TAG inh 0 and TAG inh DAPI viability -5.
`COc1cccc(-n2c(=S)[nH]c3c(oc4ccccc43)c2=O)c1` gave TAG inh 20 and TAG inh DAPI viability -5.

The list goes on; the last 7 above are carried over.
Screening CC1CCN(S(=O)(=O)N2CCC(C(=O)NCc3ccc(F)cc3Cl)CC2)CC1 returned TAG inh -20 and TAG inh DAPI viability -4.
CC(OC(=O)c1ccc2c(=O)n3c(nc2c1)CCCCC3)C(N)=O (configuration not stated) was read as TAG inh 9 and TAG inh DAPI viability -6.
CC(=O)NCCNc1nc(NCc2ccccc2)nc2ccsc12 was read as TAG inh 13 and TAG inh DAPI viability -5.
For COc1ccc(CCN2C(=O)CN=C2Nc2ccc(F)cc2)cc1OC the results were TAG inh -3 and TAG inh DAPI viability -12.
Screening N#Cc1c(-n2cccc2/C=N/O)sc2c1CCCC2 returned TAG inh -4 and TAG inh DAPI viability -2.
COc1cccc(/C=C(/C(=O)OCC(=O)NCC2CCCO2)c2ccccc2)c1 (configuration not stated) was read as TAG inh 0 and TAG inh DAPI viability -5.
`COc1cccc(-n2c(=S)[nH]c3c(oc4ccccc43)c2=O)c1` gave TAG inh 20 and TAG inh DAPI viability -5.
Screening CC12CCC(C(=O)N3CCc4ccccc43)(CC1=O)C2(C)C (configuration not stated) returned TAG inh -9 and TAG inh DAPI viability 1.
`O=C(COC(=O)c1cc([N+](=O)[O-])ccc1N1CCOCC1)Nc1ccc(Cl)cn1` gave TAG inh 51* and TAG inh DAPI viability -11*.
`Cc1cccc2sc(N(CCCN(C)C)C(=O)c3ccco3)nc12` gave TAG inh 23 and TAG inh DAPI viability -8.
For CN(C)C(=O)CSc1ncccc1-c1nc2ccccc2[nH]1 the results were TAG inh 6 and TAG inh DAPI viability -6.
Screening COc1ccc(C2=NN(C(=O)CN3CCOCC3)C(c3nc4ccccc4[nH]3)C2)cc1 (configuration not stated) returned TAG inh 8 and TAG inh DAPI viability -8.
Screening CNC(=S)N/N=C(\C)c1ccc2c(c1)OCO2 returned TAG inh -6 and TAG inh DAPI viability -15.
`COc1ccc(C(C)=O)cc1COC(=O)c1cnc(Cl)c(Cl)c1` gave TAG inh 10 and TAG inh DAPI viability 1.
Cc1ccccc1CSc1nnc2ccc(-c3ccncc3)nn12 was read as TAG inh -7 and TAG inh DAPI viability 3.
Screening Clc1cccc(N=NN2CCOCC2)c1Cl returned TAG inh -7 and TAG inh DAPI viability -1.
Cc1ccc(C)c(S(=O)(=O)N2CCN(C(=O)CCNS(=O)(=O)c3ccccc3)CC2)c1 was read as TAG inh -38 and TAG inh DAPI viability -4.
Cc1ccccc1NS(=O)(=O)c1cccc(C(=O)Nc2cccc(C(=O)O)c2)c1 was read as TAG inh -6 and TAG inh DAPI viability 4.
O=C(NCc1ccc2c(c1)OCO2)c1ccc2c(c1)OCO2 was read as TAG inh 2 and TAG inh DAPI viability 22.
Screening COc1ccc(CN2CCC(Oc3ccc(C(=O)NCc4ccccn4)cc3)CC2)c(F)c1 returned TAG inh 0 and TAG inh DAPI viability 1.
For CC(Cc1cccs1)NC(=O)Nc1ccc(F)cc1 (configuration not stated) the results were TAG inh 1 and TAG inh DAPI viability 18.
Screening Cc1cc2c(c(SCC#N)n1)C(=O)OC2 returned TAG inh 5 and TAG inh DAPI viability -9.
For CC12CCC(=O)N1C(C(=O)NNC(=O)c1ccc(F)cc1)CS2 (configuration not stated) the results were TAG inh 14 and TAG inh DAPI viability 6.
Screening O=C(Nc1ccc(NC(=O)c2ccccc2F)cc1)c1ccccc1F returned TAG inh -3 and TAG inh DAPI viability 7.
`CCn1c(SCC(=O)NC2CC2)nnc1-c1ccncc1` gave TAG inh 2 and TAG inh DAPI viability 15.
For O=C(O)COc1ccc(/C=N/NC(=O)c2ccc(-c3csc(Nc4ccc(Cl)cc4)n3)cc2)cc1 the results were TAG inh 21 and TAG inh DAPI viability 12.
COc1ccc2noc3c2c1C(=O)c1ccccc1-3 was read as TAG inh 1 and TAG inh DAPI viability -10.
Screening COC(=O)c1cc(OC)c(OC)c(OC)c1[N+](=O)[O-] returned TAG inh -7 and TAG inh DAPI viability 10.
CC(C)=NNc1nc2c(c(=O)n(C)c(=O)n2C)n1C was read as TAG inh 4 and TAG inh DAPI viability -1.
For CCN(C[C@H]1N[C@@](CC)(C(=O)OC)[C@H]2C(=O)N(C)C(=O)[C@@H]12)S(=O)(=O)c1ccccc1 the results were TAG inh 3 and TAG inh DAPI viability -2.
O=C(CSc1ccc(Cl)cc1)N1CCCC1 was read as TAG inh 10 and TAG inh DAPI viability 5.
For Cc1ccc(C(C[N+](=O)[O-])Sc2ccc(N)cc2)cc1 (configuration not stated) the results were TAG inh 108 and TAG inh DAPI viability -79.
For Cc1c(NC(=O)c2cccc(NC(=O)Cc3ccc(F)cc3)c2)c(=O)n(-c2ccccc2)n1C the results were TAG inh -17 and TAG inh DAPI viability 3.
`CCc1nc2ccc(C(=O)NCCCn3ccnc3)cn2c1N(C)Cc1ccc(N(C)C)cc1` gave TAG inh -1 and TAG inh DAPI viability 3.
Screening CC(=O)Nc1ccc(S(=O)(=O)NC(CC(=O)N(C)Cc2ccccc2)C(C)C)cc1 (configuration not stated) returned TAG inh 16 and TAG inh DAPI viability -13.
CCOC(=O)c1c(NC(=O)COC(=O)Cn2c(C(F)(F)F)nc3ccccc32)sc(C)c1C was read as TAG inh 10 and TAG inh DAPI viability 2.
Screening Cn1c(Cn2cnc([N+](=O)[O-])n2)nnc1SCC(=O)Nc1ccc(Br)cc1 returned TAG inh 4 and TAG inh DAPI viability 7.
`O=C(CN(Cc1cccs1)C(=O)c1csnn1)NC1CCCC1` gave TAG inh -5 and TAG inh DAPI viability -25.
Screening CCNc1nc(Oc2ccc(F)cc2)cc(C(F)(F)F)n1 returned TAG inh -11 and TAG inh DAPI viability 1.
Screening Cc1ccc(C(=O)NCC(=O)OCc2nc3ccsc3c(=O)[nH]2)cc1C returned TAG inh -1 and TAG inh DAPI viability -3.
Screening CC(=O)N1CCc2cc(S(=O)(=O)NCCCN3CCN(Cc4ccccc4)CC3)ccc21 returned TAG inh -10 and TAG inh DAPI viability 6.
`COc1c2ccoc2nc2c(OC)c(OCC(O)C(C)(C)O)ccc12` (configuration not stated) gave TAG inh -8 and TAG inh DAPI viability 6.
`COC(=O)C(C)(C)c1cccnc1C#N` gave TAG inh -15 and TAG inh DAPI viability 5.
Screening CCCCNC(=O)c1ccccc1Cl returned TAG inh 4 and TAG inh DAPI viability 0.
`CCCc1nc2ccc(NC(=O)c3ccco3)cc2c(=O)n1Cc1ccccc1Cl` gave TAG inh -5 and TAG inh DAPI viability 3.
`C=CCN1C(=O)C(=Cc2ccc3c(c2)CCC3)SC1=S` gave TAG inh -2 and TAG inh DAPI viability 5.
CCOC(=O)C1=C(C)NC(=O)NC1c1ccc(OC)c(CN2CCOCC2)c1 (configuration not stated) was read as TAG inh 20 and TAG inh DAPI viability -4.
COc1ccc(C2/C(=C(/O)c3ccccc3)C(=O)C(=O)N2C)c(OC)c1 (configuration not stated) was read as TAG inh 17 and TAG inh DAPI viability -9.
`Cc1cc(Nc2ccc(C)c(C)c2)n2nc(C)nc2n1` gave TAG inh 2 and TAG inh DAPI viability -10.
CCCc1nnc(NC(=O)CN2CCN(C)CC2)s1 was read as TAG inh 7 and TAG inh DAPI viability -4.
For C=CCSC(=S)NC1CCS(=O)(=O)C1 (configuration not stated) the results were TAG inh 12 and TAG inh DAPI viability -1.
Screening NC(=O)CSc1nnc(-c2cc(-c3ccc(Cl)cc3)nc3ccccc23)o1 returned TAG inh 9 and TAG inh DAPI viability 15.
`CCOc1ccc(N2C(=O)CC(N3CCN(C(=O)c4ccco4)CC3)C2=O)cc1` (configuration not stated) gave TAG inh 13 and TAG inh DAPI viability -3.
For O=C(COC(=O)/C=C/c1ccccc1)NCc1ccc2c(c1)OCO2 the results were TAG inh -1 and TAG inh DAPI viability 0.
`CCCCn1c(NCc2ccncc2)nc2ccccc21` gave TAG inh 0 and TAG inh DAPI viability 6.
CC(c1ccco1)N(C(=O)Nc1ccc(Cl)cc1)c1ccccn1 (configuration not stated) was read as TAG inh -17 and TAG inh DAPI viability 4.
For O=C(CCCC(=O)N1CCN(c2cccc(Cl)c2)CC1)c1ccccc1 the results were TAG inh -6 and TAG inh DAPI viability -2.
Screening COc1ccc(CN2CCN(C3CCSCC3)CC2CCO)c(C)c1C (configuration not stated) returned TAG inh 0 and TAG inh DAPI viability -2.
For Cc1cc(N2CCCCC2)nc(NCc2ccccc2)n1 the results were TAG inh -71 and TAG inh DAPI viability 9.
O=C(N/N=C/c1cccnc1)NC12CC3CC(CC(C3)C1)C2 was read as TAG inh -2 and TAG inh DAPI viability 13.
`O=C(NCc1ccc2c(c1)OCO2)C1CCCN1C(=O)Nc1cccc(Cl)c1` (configuration not stated) gave TAG inh -8 and TAG inh DAPI viability 7.
`CC1CCN(C(=O)CSc2nc3cccnc3n2C)CC1` gave TAG inh 13 and TAG inh DAPI viability 2.
Screening CN1\C(=C/C=C/C=C/C=[N+](C)C)C(C)(C)c2ccccc21 returned TAG inh -67 and TAG inh DAPI viability 10.
CCNC(=O)N1c2ccccc2Sc2ccccc21 was read as TAG inh -11 and TAG inh DAPI viability 0.
For COc1ccc(OC)c(NC(=O)CCN2CCCCCC2)c1 the results were TAG inh 13 and TAG inh DAPI viability 9.
COc1ccc(/C=C/c2ccc(=O)n(Cc3ccccc3)n2)cc1 was read as TAG inh -16 and TAG inh DAPI viability 12.
Screening Cc1ccc(-c2nc(CCNC(=O)c3ccco3)cs2)cc1 returned TAG inh -6 and TAG inh DAPI viability 1.

Fetched one by one from the list above:
`CCCCn1c(NCc2ccncc2)nc2ccccc21` gave TAG inh 0 and TAG inh DAPI viability 6.
For COc1ccc(OC)c(NC(=O)CCN2CCCCCC2)c1 the results were TAG inh 13 and TAG inh DAPI viability 9.
CC(c1ccco1)N(C(=O)Nc1ccc(Cl)cc1)c1ccccn1 (configuration not stated) was read as TAG inh -17 and TAG inh DAPI viability 4.
`CC1CCN(C(=O)CSc2nc3cccnc3n2C)CC1` gave TAG inh 13 and TAG inh DAPI viability 2.

Next records
CCCNC(=O)C(=O)NCC1CCCN1CC (configuration not stated) was read as TAG inh -7 and TAG inh DAPI viability 0.
Screening Cc1nn2c3ccccc3n(CCN3CCCCC3)c2nc1=O returned TAG inh 2 and TAG inh DAPI viability 7.
Cc1cccc(NC(=O)C(Cc2ccccc2)c2nn[nH]n2)c1C (configuration not stated) was read as TAG inh -11 and TAG inh DAPI viability -2.
`CCc1ccc(N2CN(Cc3cccnc3)CNC2=S)cc1` gave TAG inh -3 and TAG inh DAPI viability 6.
CCN(CC)S(=O)(=O)c1cc(NC(=O)C(C)Nc2ccccc2N2CCOCC2)ccc1C (configuration not stated) was read as TAG inh -9 and TAG inh DAPI viability 13.
`Cc1nnsc1C(=O)NNS(=O)(=O)c1ccccc1` gave TAG inh -18 and TAG inh DAPI viability 10.
Screening CCCNC(=O)c1cc(C2CCCCN2S(=O)(=O)c2ccc(OC)cc2)on1 (configuration not stated) returned TAG inh 42 and TAG inh DAPI viability -3.
`Cc1ccc2[nH]c(C(=O)N3CCN(C(c4ccccc4)c4ccccc4)CC3)cc2c1` gave TAG inh 0 and TAG inh DAPI viability 1.
`O=C(COc1ccccc1)N[C@@H]1c2ccccc2CC[C@@H]1O` gave TAG inh -6 and TAG inh DAPI viability 3.

Only part of the results is shown; the hit share may differ from the screen's.
